# From PubChem BioAssay
# p53 PUMA act – restores mutant p53 pathway signaling in SW480 cells | 28,000 tested, 1.5% active | activation, % at 9.98 µM | SW480 PUMA-promoter luciferase, p53 mutant reactivation | AID 624151; in the data active means activation above about 52%
# STK33 kin inh – blocks human STK33 kinase activity; 27,000 tested, 0.44% active; ADP-Glo luminescence, MBP substrate; Q9BYT3; inhibition, % at 12.5 µM; in the data active means inhibition above about 20%
# Target sequence (Q9BYT3 whole entry, looked up): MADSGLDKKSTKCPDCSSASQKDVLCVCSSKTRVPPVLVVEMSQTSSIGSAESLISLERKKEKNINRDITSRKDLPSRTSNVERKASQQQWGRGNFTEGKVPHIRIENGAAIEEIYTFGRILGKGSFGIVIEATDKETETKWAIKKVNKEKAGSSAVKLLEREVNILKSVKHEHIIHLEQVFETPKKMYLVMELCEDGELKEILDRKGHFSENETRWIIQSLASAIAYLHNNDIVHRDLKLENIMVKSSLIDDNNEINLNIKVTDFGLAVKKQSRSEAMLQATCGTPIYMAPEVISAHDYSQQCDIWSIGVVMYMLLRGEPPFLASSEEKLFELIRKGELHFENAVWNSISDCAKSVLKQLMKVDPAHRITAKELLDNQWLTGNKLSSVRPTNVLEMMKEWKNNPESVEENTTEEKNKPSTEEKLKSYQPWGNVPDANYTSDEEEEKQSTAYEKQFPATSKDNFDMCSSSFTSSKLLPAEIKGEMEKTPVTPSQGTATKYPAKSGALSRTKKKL
# Active calls of the source: *; / = not tested or not shown.
SMILES,p53 PUMA act,STK33 kin inh
C[C@H]1CCCCO[C@@H](CN(C)C(=O)C2CCCCC2)[C@@H](C)CN([C@@H](C)CO)C(=O)c2cc(NS(=O)(=O)c3ccccc3)ccc2O1,-10.1,/
O=C(COc1ccc(Br)cc1)Nc1cccc(-c2nc3cc(Cl)ccc3o2)c1,46.8,0.8
Cc1noc(C)c1NC(=O)N(C)C[C@H]1OCCCC[C@@H](C)Oc2ccc(NC(=O)Cc3ccccc3)cc2C(=O)N([C@H](C)CO)C[C@@H]1C,/,4.6
COc1ccc(CN(C)C[C@H]2Oc3c(NS(=O)(=O)c4cccs4)cccc3C(=O)N([C@H](C)CO)C[C@@H]2C)cc1,0.4,/
COc1ccc([N+](=O)[O-])cc1NC(=O)CN(c1ccc(Cl)cc1C)S(C)(=O)=O,-9.4,3.6
COCCNc1ncnc2c1oc1ccccc12,4.4,-0.8
Cc1sc2ncn(CC(=O)Nc3ccc(F)c(Cl)c3)c(=O)c2c1C,-10.7,0.3
COc1ccc(S(=O)(=O)N(C)C[C@H]2OCCCC[C@@H](C)Oc3ccc(NC(=O)CCCN(C)C)cc3C(=O)N([C@@H](C)CO)C[C@@H]2C)cc1,0.3,/
Cc1noc(C)c1NC(=O)Nc1ccc2c(c1)C(=O)N([C@H](C)CO)C[C@@H](C)[C@H](CN(C)Cc1ccccc1)O2,4.4,/
C[C@@H]1CN([C@@H](C)CO)C(=O)c2cc(NS(=O)(=O)c3cn(C)cn3)ccc2O[C@@H]1CN(C)Cc1ccc(C(=O)O)cc1,/,0.5
C[C@@H]1CN([C@H](C)CO)C(=O)Cc2cc(NC(=O)CCC(F)(F)F)ccc2O[C@H]1CN(C)S(=O)(=O)c1ccc(Cl)cc1,/,-0.5
COc1cc2c(cc1OC)CN(C(=O)[C@@H]1[C@H]3C(=O)O[C@H](c4ccccc4)[C@H](c4ccccc4)N3[C@H](c3ccc(OCCO)cc3)[C@@]13C(=O)Nc1ccccc13)CC2,/,13.5
COC1=CC(=O)CC(C)C12Oc1cc(OC)cc(O)c1C2=O (configuration not stated),11.6,-1.7
CN1CCc2c(c3ccccc3n2Cc2ccccc2)C1,/,-1.3
Cc1c(C(=O)Nc2nnc(SCc3ccccc3F)s2)oc2ccccc12,24.3,8.4
CCCCCC[C@@H]([C@@H](C)O)n1cnc2c(N)ncnc21,8.7,2.1
C[C@@H]1CN([C@@H](C)CO)C(=O)c2cc(NC(=O)Cn3cnnn3)ccc2O[C@@H]1CN(C)CC1CC1,-1.5,/
COC(=O)c1ccc(NC(=O)CN2CCC(C(N)=O)(N3CCCCC3)CC2)cc1,16.5,-4.2
CC(=O)c1cccc(NC(=O)C(Cc2ccccc2)N2C(=O)c3ccccc3C2=O)c1 (configuration not stated),0.2,-2.3
Cc1cccc(CN(C)C[C@@H]2Oc3ncc(C#CCN(C)C)cc3C(=O)N([C@H](C)CO)C[C@@H]2C)c1,/,3.1
Cc1coc(C)c1C(=O)CC1(O)C(=O)N(Cc2ccccc2)c2ccccc21 (configuration not stated),0.3,-0.1
C[C@@H]1CCCCO[C@@H](CN(C)Cc2ccc(C(=O)O)cc2)[C@H](C)CN([C@@H](C)CO)C(=O)c2cc(NC(=O)c3ccncc3)ccc2O1,9.4,/
CC(C)(C)C(=O)Nc1nc(NC(=O)C(C)(C)C)nc(-c2ccccc2Cl)n1,-14.2,/
COC(=O)c1ccccc1NC(=O)c1ccc(F)cc1,/,3.7
CC(C)NC(=O)Nc1ccc2c(c1)C(=O)N([C@H](C)CO)C[C@H](C)[C@@H](CN(C)S(=O)(=O)c1cccs1)OCCCC[C@@H](C)O2,-3.8,-2.9
C[C@@H]1CCCCO[C@@H](CN(C)C(=O)Nc2ccc(F)cc2)[C@@H](C)CN([C@H](C)CO)C(=O)c2cc(NC(=O)Nc3cccc4ccccc34)ccc2O1,/,4.9
C[C@@H]1CCCCO[C@H](CN(C)S(=O)(=O)c2ccc(F)cc2)[C@@H](C)CN([C@H](C)CO)C(=O)c2cc(NC(=O)c3ccncc3)ccc2O1,2.0,-2.2
Cc1nnc(SCC(=O)c2c(C)[nH]c3ccccc23)s1,49.4,1.4
O=C(Nc1ccc(Oc2ccccc2)cc1)C1CC(=O)n2ncnc2N1 (configuration not stated),0.3,-0.4
C[C@@H]1CN([C@H](C)CO)C(=O)Cc2cc(NS(=O)(=O)c3cccs3)ccc2O[C@H]1CN(C)C,/,-0.4
CCc1ccc2[nH]c3nc(C)cc(C)c3c(=O)c2c1,13.4,/
C[C@@H]1CCCCO[C@H](CN(C)C)[C@H](C)CN([C@H](C)CO)C(=O)c2cc(NC(=O)CCCN(C)C)ccc2O1,1.3,/
C[C@H](CO)N1C[C@H](C)[C@@H](CN(C)C(=O)NC2CCCCC2)Oc2ccc(N(C)C)cc2CC1=O,8.2,/
Nc1nc(SCC(=O)Nc2ccc(Br)cc2Cl)n[nH]1,43.1,-1.0
C[C@H]1CN([C@@H](C)CO)C(=O)Cc2cc(NS(=O)(=O)c3ccccc3)ccc2O[C@H]1CN(C)Cc1ccc(Oc2ccccc2)cc1,/,2.8
O=C(O)C1OC(c2cccc(Cl)c2)=NC12CC2 (configuration not stated),2.2,/
COc1cccc(OC)c1C(=O)NC(=S)NCc1cccnc1,4.5,4.0
O=C1O[C@@H](c2ccccc2)[C@@H](c2ccccc2)N2[C@@H](c3ccccc3OCCO)[C@]3(C(=O)Nc4ccc(C#CCCO)cc43)[C@@H](C(=O)NC[C@H](O)c3ccccc3)[C@H]12,/,15.5
C[C@H](CO)N1C[C@H](C)[C@@H](CN(C)Cc2ccc3c(c2)OCO3)Oc2ccc(NC(=O)Nc3ccc(F)cc3)cc2C1=O,-4.0,-0.1
Cc1noc(C)c1S(=O)(=O)Nc1ccc2c(c1)C(=O)N([C@@H](C)CO)C[C@H](C)[C@H](CN(C)S(C)(=O)=O)O2,/,-0.3

# As entered above.
# STK33 kin inh result of O=C(Nc1ccc(Oc2ccccc2)cc1)C1CC(=O)n2ncnc2N1 (configuration not stated) : -0.4
# p53 PUMA act result of O=C(O)C1OC(c2cccc(Cl)c2)=NC12CC2 (configuration not stated) : 2.2

# (listing goes on)
SMILES,p53 PUMA act,STK33 kin inh
C[C@@H]1CN([C@H](C)CO)C(=O)Cc2cc(NC(=O)C3CCCCC3)ccc2O[C@@H]1CN(C)Cc1ccccc1,/,2.3
C[C@@H]1CN([C@H](C)CO)C(=O)Cc2cc(NC(=O)Cc3ccccc3)ccc2O[C@@H]1CN(C)S(=O)(=O)c1cn(C)cn1,-11.0,-3.1
O=C(O)c1cc2cc(Cc3cccnc3)ccc2o1,/,4.3
Cc1ccc(N(C(C)C(=O)Nc2cccc(Cl)c2C)S(C)(=O)=O)cc1C (configuration not stated),-18.0,-0.8
Brc1c(Br)c(Br)c2n[nH]nc2c1Br,/,19.8*
C[C@H]1CN([C@@H](C)CO)C(=O)c2cc(NS(=O)(=O)c3cn(C)cn3)ccc2O[C@H]1CN(C)C(=O)Nc1cccc2ccccc12,/,0.0
Cc1noc(C)c1S(=O)(=O)Nc1ccc2c(c1)CC(=O)N([C@H](C)CO)C[C@@H](C)[C@@H](CN(C)C)O2,0.0,0.3
O=[N+]([O-])c1ccccc1S(=O)(=O)NCCOc1ccc(Cl)cc1,-1.5,-0.2
C[C@@H]1CN([C@@H](C)CO)C(=O)CCCn2cc(nn2)CO[C@H]1CN(C)C(=O)Nc1ccc(C(F)(F)F)cc1,/,3.2
Cc1ccc(-c2noc(CN(C(=O)c3ccc([N+](=O)[O-])cc3)C(C)C)n2)cc1,4.9,-2.7
C[C@@H]1CN([C@H](C)CO)C(=O)CCCn2nncc2CO[C@@H]1CN(C)C(=O)NC1CCCCC1,/,-7.5
C[C@@H]1CN([C@H](C)CO)C(=O)Cc2cc(NS(=O)(=O)c3cccs3)ccc2O[C@H]1CN(C)S(=O)(=O)c1ccc(F)cc1,/,-0.5
Cc1nc2ccccc2n1CC(O)COc1ccc(C2C=CCC2)cc1 (configuration not stated),-18.4,-1.3
C[C@H]1CN([C@@H](C)CO)C(=O)c2cc(NS(C)(=O)=O)ccc2O[C@@H]1CN(C)S(=O)(=O)c1ccc(Cl)cc1,/,1.3
Cc1c(F)cccc1NC(=O)C1CC=CCC1C(=O)O (configuration not stated),-9.9,-1.1
COc1ccc(NC(=O)N(C)C[C@@H]2Oc3ccc(NC(=O)Cc4cn(C)c5ccccc45)cc3C(=O)N([C@@H](C)CO)C[C@@H]2C)cc1,/,0.8
C[C@@H]1CCCCO[C@@H](CN(C)Cc2ccc(C(F)(F)F)cc2)[C@@H](C)CN([C@H](C)CO)C(=O)c2cc(NC(=O)C3CCCCC3)ccc2O1,/,0.7
O=c1oc(Cl)c(Cl)c2ccccc12,/,3.8
CC/C(=C(/c1ccccc1)c1ccc(OCCN(C)C)cc1)c1ccccc1,7.7,/
COc1ccccc1NC(=O)Cn1cnc2ccccc2c1=O,-8.2,-0.7

# Given bar-delimited: part of the list above.
molecule | p53 PUMA act | STK33 kin inh
C[C@@H]1CCCCO[C@@H](CN(C)Cc2ccc(C(F)(F)F)cc2)[C@@H](C)CN([C@H](C)CO)C(=O)c2cc(NC(=O)C3CCCCC3)ccc2O1 | / | 0.7
O=C(O)c1cc2cc(Cc3cccnc3)ccc2o1 | / | 4.3
Brc1c(Br)c(Br)c2n[nH]nc2c1Br | / | 19.8*
Cc1noc(C)c1S(=O)(=O)Nc1ccc2c(c1)CC(=O)N([C@H](C)CO)C[C@@H](C)[C@@H](CN(C)C)O2 | 0.0 | 0.3
C[C@@H]1CN([C@H](C)CO)C(=O)CCCn2nncc2CO[C@@H]1CN(C)C(=O)NC1CCCCC1 | / | -7.5
Cc1nc2ccccc2n1CC(O)COc1ccc(C2C=CCC2)cc1 (configuration not stated) | -18.4 | -1.3

# Remaining list, next part.
SMILES,p53 PUMA act,STK33 kin inh
C[C@@H]1CN([C@@H](C)CO)C(=O)CCCn2nncc2CO[C@@H]1CN(C)C(=O)c1ccc2ccn(C)c2c1,13.6,-1.4
COc1ccc(C#Cc2cnc3c(c2)C(=O)N([C@H](C)CO)C[C@H](C)[C@H](CN(C)S(=O)(=O)c2ccc(C)cc2)O3)cc1OC,/,5.8
C[C@@H]1CN([C@H](C)CO)C(=O)Cc2cc(NS(=O)(=O)c3ccc(Cl)cc3)ccc2O[C@@H]1CN(C)S(=O)(=O)c1cccs1,/,0.2
COc1ccc(CN(C)C[C@@H]2Oc3ccc(NS(=O)(=O)c4cn(C)cn4)cc3CC(=O)N([C@@H](C)CO)C[C@@H]2C)cc1,-1.1,-2.7
C[C@@H]1CN([C@H](C)CO)C(=O)c2cc(C#Cc3ccccn3)cnc2O[C@@H]1CN(C)C(=O)c1cnccn1,19.9,/
O=C(O)CC/C=C/CC1COC(c2ccccc2Cl)OC1c1ccccc1O (configuration not stated),-2.8,/
CNCCCC12CCC(c3ccccc31)c1ccccc12,7.6,-0.2
C[C@H](CO)N1C[C@H](C)[C@@H](CN(C)C(=O)Nc2ccc(F)cc2)Oc2ccc(NS(=O)(=O)c3cn(C)cn3)cc2C1=O,-8.1,/
CC(C)c1ccc(S(=O)(=O)CC#N)cc1,/,-1.9
Cc1noc(C)c1S(=O)(=O)N(C)C[C@@H]1Oc2ccc(NC(=O)Nc3cccc4ccccc34)cc2CC(=O)N([C@H](C)CO)C[C@@H]1C,-2.7,0.1
COC(=O)C(NC(=O)c1ccc([N+](=O)[O-])o1)C(C)C (configuration not stated),3.6,-3.0
C[C@H]1CN([C@@H](C)CO)C(=O)c2cc(N(C)C)ccc2O[C@@H]1CN(C)CC1CCCCC1,/,0.1
COc1ccc(NC(=O)Nc2ccc3c(c2)CC(=O)N([C@@H](C)CO)C[C@H](C)[C@H](CN(C)C(=O)NC2CCCCC2)O3)cc1,/,3.7
COc1ccc(CN(C)C[C@@H]2Oc3ccc(NS(=O)(=O)c4c(C)noc4C)cc3CC(=O)N([C@H](C)CO)C[C@H]2C)cc1,/,-0.9
Cc1cnn(CCCNC(=O)c2cc(-c3cccnc3)nc3ccc(Cl)cc23)c1,-20.6,-0.9
CC(C)=CCc1c(O[C@@H]2O[C@H](CO)[C@@H](O)[C@H](O)[C@H]2O)cc(O)c2c1O[C@H](c1ccc(O)cc1)CC2=O,/,12.2
CCC(Oc1nc2ccccc2nc1-c1ccccc1NC(C)=O)C(=O)c1ccccc1 (configuration not stated),-1.5,-2.2
Cc1ccc(S(=O)(=O)N(C)C[C@H]2Oc3ccc(N(C)C)cc3C(=O)N([C@@H](C)CO)C[C@H]2C)cc1,/,-3.4
C/C(=C/CO)CC[C@@H]1[C@@](C)(O)CCC2C(C)(C)CCC[C@]21C (some centres not stated),20.7,-1.5
CCOC(=O)c1nn(-c2ccc(OC)cc2)c(C(=O)OCC)c1NC(=O)C1CCCCC1,/,-2.1

# By substructure: the compounds so far containing an NH in an aromatic ring (4)
SMILES,p53 PUMA act,STK33 kin inh
Cc1nnc(SCC(=O)c2c(C)[nH]c3ccccc23)s1,49.4,1.4
CCc1ccc2[nH]c3nc(C)cc(C)c3c(=O)c2c1,13.4,/
Nc1nc(SCC(=O)Nc2ccc(Br)cc2Cl)n[nH]1,43.1,-1.0
Brc1c(Br)c(Br)c2n[nH]nc2c1Br,/,19.8*

# Other results:
SMILES,p53 PUMA act,STK33 kin inh
Cc1noc(C)c1NC(=O)Nc1ccc2c(c1)C(=O)N([C@@H](C)CO)C[C@H](C)[C@H](CN(C)Cc1ccc3c(c1)OCO3)O2,/,-5.6
COc1cc(SC)ccc1-c1nc2ccncc2[nH]1,59.2*,12.2
C[C@@H]1CN([C@H](C)CO)C(=O)c2cccc(NC(=O)NC3CCCCC3)c2O[C@H]1CN(C)S(=O)(=O)c1cn(C)cn1,-3.2,/
C[C@H]1CN([C@@H](C)CO)C(=O)CCCn2nncc2CO[C@@H]1CN(C)Cc1cccnc1,-6.9,2.9
C[C@@H]1CCCCO[C@H](CN(C)C)[C@H](C)CN([C@@H](C)CO)C(=O)c2cc(NC(=O)Cc3ccccc3)ccc2O1,-0.3,/
COc1ccccc1C(=O)Nc1ccccc1C(=O)NCc1ccco1,-0.5,2.8
C[C@@H]1CN([C@H](C)CO)C(=O)c2cc(NC(=O)Nc3ccc(F)cc3)ccc2O[C@H]1CN(C)S(=O)(=O)c1ccc(Cl)cc1,/,0.9

# Only part of the results is shown. The share of hits here may be higher or lower than overall.
